# Cav32 inh: blocks human Cav3.2 T-type calcium channel. B-score at 10 µM. Cav3.2-expressing cells, Fluo-4 calcium fluorescence FDSS; stronger effect = lower value. actives 4% (n = 100,000);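 active means single-dose well whose peak fluorescence ratio is a statistical outlier from its plate by either plate-standardised score or position-corrected B-score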
# * hit, by the source's call. The list is partial (hit frequency here may not be typical).
SMILES,Cav32 inh
COC(=O)C1C(=O)C2=C(CC1C)NC(C)=C(C(=O)OC1CCCC1)C2c1ccc(N(C)C)cc1 (configuration not stated),-1.72
Cc1cccc(OCC(=O)N2CCN(C(=O)CCC3CCCC3)CC2)c1,-1.16
CN(C)CCNc1nc(-c2ccccc2)c2c(c1C#N)CC(C)(C)OC2,-0.372
COC(=O)Cn1ncc2c3ccccc3n(Cc3ccccc3)c2c1=O,-0.348
Cc1ccc(-c2nn(C)c(=O)c3ccccc23)cc1S(=O)(=O)NCCO,0.243
CC(=O)NS(=O)(=O)c1cccnc1Nc1ccc(Cl)c(Cl)c1,-2.43
Cc1noc(C)c1S(=O)(=O)Nc1ccc(C(=O)NCc2ccccc2)cc1,-0.742
COCCCn1c(SCC(=O)Nc2ccccc2)nnc1-c1ccncc1,-1.03
Cc1ccccc1CNC(=O)c1ccccc1C(=O)O,0.344
Cn1cccc1Cc1nnc(SCC(=O)Nc2ccccc2)n1-c1ccc(F)cc1,-7.74*
CN(c1ccc(C(=O)NC2CC2)cc1)S(=O)(=O)c1ccccc1,0.51
COc1ccc(/C=C2\CCc3ccccc3C2=O)cc1OC,-1.18
Cc1nn(C)c(C)c1/C=N/O,-0.0811
CCN(CCNC(=O)CCCn1nc(C)n2c(cc3sccc32)c1=O)c1ccccc1,0.0722
CC(/C=N/NC(=O)Cc1cccs1)=C\c1ccco1,-0.361
O=C(NCCCN1CCC(Cc2ccccc2)CC1)C1CC(=O)N(C2CCCCCC2)C1 (configuration not stated),-0.00181
Cn1c(CC(=O)Nc2ccc(Cl)c(Cl)c2)nnc1SCC(=O)Nc1nccs1,0.00702
CC1(C)CC(=O)C(C=NC2CC(C)(C)NC(C)(C)C2)=C(O)C1,0.024
O=C(Cc1ccccc1)Nc1ccc2oc(-c3ccncc3)nc2c1,0.737
O=C(Cn1nnc2ccccc2c1=O)Nc1cc(C(F)(F)F)ccc1N1CCOCC1,0.343
CC(=O)c1cccc(NC(=O)NC(C)c2ccncc2)c1 (configuration not stated),-0.022
CCOC(=O)CNC(=O)CSc1nc(N(C)C)nc(N2CCOCC2)n1,0.0255
CCCCC(=O)N1C/C=C\C(c2ccc(OC)cc2)N(Cc2ccc(F)cc2)C(=O)[C@H]1Cc1ccccc1 (some centres not stated),-1.44
Cc1ccc(C(C(=O)NC2CCCCC2)N2CCCC2)cc1 (configuration not stated),0.903
c1ccc(-n2ncc3c2ncn2nc(-c4ccco4)nc32)cc1,-0.57
O=C(Nc1ccncc1)c1cc(F)cc(F)c1,0.162
CCC(=O)Nc1sc2c(c1C#N)CCCCC2,-1.22
COc1ccc(OC)c(NC(=O)Cn2c(=O)n(CC(=O)NCc3ccco3)c(=O)c3ccccc32)c1,0.899
c1ccc(C2OCC3(CO2)COC(c2ccccc2)OC3)cc1 (configuration not stated),-0.258
ON=Cc1cccn1-c1ccccc1,0.175

# The last 3 compounds of the part above lead into the next.
SMILES,Cav32 inh
COc1ccc(OC)c(NC(=O)Cn2c(=O)n(CC(=O)NCc3ccco3)c(=O)c3ccccc32)c1,0.899
c1ccc(C2OCC3(CO2)COC(c2ccccc2)OC3)cc1 (configuration not stated),-0.258
ON=Cc1cccn1-c1ccccc1,0.175
CCCCCNC(=O)c1ccccc1SC,0.21
COc1ccc(-c2nnc(-c3cc(OC)c(OC)c(OC)c3)o2)cc1OC,2.02
CC(C)OCCCNc1ncc2c(n1)CC(c1ccc(N(C)C)cc1)CC2=O (configuration not stated),0.00834
CCCCNc1ccc(C(CC(N)=O)NC(=O)c2ccccc2)cc1[N+](=O)[O-] (configuration not stated),-0.025
CCOc1cc(C(=O)NCC2CCCO2)cc(OCC)c1OCC (configuration not stated),0.0641
CCCCC(=O)Nc1nnc(-c2ccc(OC)cc2)s1,-0.000264
COc1ccc(Cc2nc3ccc(S(=O)(=O)N4CCOCC4)cc3[nH]2)cc1,0.237
O=C(Nc1ccccn1)c1cccs1,-0.0229
COC(=O)N1CCN(c2ccc(OC)cc2)CC1,0.0241
Cc1nn2c(=O)c(NC(=O)c3ccc(F)cc3)cnc2s1,-0.64
O=C(NCC1CCCO1)C1CC(=O)N(c2ccc(F)c(Cl)c2)C1 (configuration not stated),0.407
CCCCNc1nc(-c2ccccc2)c(C(=O)OCC)cc1C#N,-4.2
O=C1NC2(CCCCC2)N=C1c1ccc(F)cc1,0.287
CNC(=O)CSc1nnnn1-c1cc(C)ccc1C,0.0395
NC(=O)COC(=O)c1cc(S(=O)(=O)N2CCOCC2)ccc1N1CCCCC1,0.757
O=C(O)/C=C/c1ccc(O)c(O)c1,-0.0304
CCOC(=O)/C(C(N)=NCc1ccco1)=C(/O)c1ccccc1,-1.59
Cc1ccc(-c2noc(CSc3nnc(Cc4ccccc4)n3-c3cccc(C)c3)n2)cc1,-3.32
COc1ccccc1N1CCN(CCCCOc2ccc(F)cc2)CC1,-5.88*
COc1ccc(S(=O)(=O)NC2CCCC2)cc1Br,-0.802
COC(=O)c1cccc(NC(=O)Cn2cnc3c2c(=O)n(C)c(=O)n3C)c1,1.34
Nc1c(C(=O)CCC(=O)O)oc2ccc(Cl)cc12,0.00709
COc1ccc(C(N)=O)cc1N,0.0976
COc1ccc2c(c1)C=CC1(O2)N(CCO)c2ccccc2C1(C)C (configuration not stated),-2.79
COc1ccccc1-c1cc(C(=O)Nc2c(F)cc(F)cc2Br)no1,0.218
O=C(/C=C/Nc1ccc(F)c(Cl)c1)c1ccco1,-0.475
CCCn1c(SCC(=O)N2c3ccccc3CCc3ccccc32)nc2c1c(=O)n(C)c(=O)n2C,0.48
Cn1c(=O)c2[nH]c(N3CCOCC3)nc2n(-c2ccccc2)c1=O,0.215
COc1ccccc1OCc1nnc(SCC(=O)c2cc(Cl)ccc2OC)o1,-0.63
CCCCc1ccc(CC2S/C(=C(\C#N)C(=O)N3CCOCC3)N(c3ccccc3)C2=O)cc1 (configuration not stated),-3.89*

# Compounds listed so far that have a thiophene ring, fused or not, in the order listed:
SMILES,Cav32 inh
CCN(CCNC(=O)CCCn1nc(C)n2c(cc3sccc32)c1=O)c1ccccc1,0.0722
CC(/C=N/NC(=O)Cc1cccs1)=C\c1ccco1,-0.361
CCC(=O)Nc1sc2c(c1C#N)CCCCC2,-1.22
O=C(Nc1ccccn1)c1cccs1,-0.0229

# Next entries follow:
SMILES,Cav32 inh
CCCS(=O)(=O)c1cn2cccc(N)c2c1S(=O)(=O)CCC,0.161
O=C(NCCc1c[nH]c2ccc(Cl)cc12)c1cccnc1,0.189
Cc1nccn1CCc1nc(N)nc(N)n1,-2.11
Cc1ccc2c(c1)c1c(n2CC(O)CNC(CO)(CO)CO)CCCC1 (configuration not stated),0.54
CCOc1ccc(-c2cc(C)n3nc(C(N)=O)cc3n2)cc1,1.72
CCOC(=O)c1c(=O)n(O)c2ccc(OC)cc2[n+]1[O-],-0.913
Cc1ccn2cc(CSc3ccccc3N)nc2c1,-0.191
CC(=O)c1cc(C#N)c(SCc2ccncc2)nc1C,0.334
Cc1cc(CNC(=O)[C@H](C)[C@@H]2C[C@@]2(C)[C@@H](NC(=O)OCc2ccccc2)c2ccccc2)nn1C,-0.226
O=C(CN1CCOCC1)Nc1ccc(Oc2ccc(NC(=O)CN3CCOCC3)cc2)cc1,-0.824
COc1ccc(C(=O)n2nc(-c3ccccc3)nc2SC)cc1,-0.42
Nc1nc(CN2CCCCC2)cs1,0.301
FC(F)(F)C1=CC(c2ccc(Br)cc2)=NCCN1,-0.147
COc1ccc(NC(=O)C2CC(=O)NC(Nc3cccc(C)c3)=N2)cc1 (configuration not stated),0.196
CS(=O)(=O)N1CCc2cc(-c3csc(NC(=O)C(c4ccccc4)c4ccccc4)n3)ccc21,0.0587
CCOc1cc(C)c(Cl)cc1S(=O)(=O)n1cnc2ccccc21,-5.67*
CC(=O)CSc1nnc(-c2ccncc2)n1C,0.215
Cc1ccc(S(=O)(=O)Nc2cccc(/C=C/C(=O)O)c2)cc1,0.231
COc1cccc(/C=N/NC(N)=S)c1OS(=O)(=O)c1ccccc1,0.161
Cc1cccc(NC(=S)NC(=O)C(c2ccccc2)c2ccccc2)n1,-0.033
O=C(NCc1ccccc1)C1=C[C@H](c2ccccc2)C[C@H](OCc2ccc(CO)cc2)O1,-0.574
O=C(O)C1CCCCC1C(=O)Nc1ccccc1F (configuration not stated),0.604
CCCCCCCCOc1ccc(C2OC34CCCCC3C(C#N)(C#N)C2(C#N)C(=N)O4)cc1 (configuration not stated),-1.65
O=C(O)CCC(=O)N(Cc1ccco1)c1nc(-c2ccccc2)cs1,0.996
CC(C)(C)C(=O)Nc1ccc(C(=O)N/N=C/c2ccccc2OC(=O)c2ccccc2)cc1,-0.833
Cc1ccc(S(=O)(=O)N2CCN(S(=O)(=O)N3CCOCC3)CC2)cc1,0.537
Cc1ccc(-c2csc(NC(CO)c3nc4ccccc4n3CCOCCO)n2)cc1 (configuration not stated),-0.672
Cc1sc2ncn3ncnc3c2c1C,0.00724
CCN1C(=O)/C(=C2/C=CC=CN2C)OC1=S,-0.00183
CCC(C)c1ccc(NC(=S)NCc2cccs2)cc1 (configuration not stated),-3.2*
C/C(=C\CCC1(C)C2CC3C(C2)C31C)C(=O)O (configuration not stated),-1.32
Cc1ccc(CC(CC(=O)O)C(=O)NC2CCCCC2)cc1 (configuration not stated),0.354
Cc1ccc2nsnc2c1NC(=O)c1ccc2c(c1)OCCO2,0.395
Cn1nnnc1SCC(=O)Nc1ccccn1,0.557
O=S(=O)(c1ccc(F)c(Cl)c1)N1CCCC1,1.34
COc1ccc2nc3oc(C(=O)N4CCCCC4)cc3cc2c1,0.409
COc1ccc(C2C(=O)N(C3CCCCC3)CC(=O)N2C2CCCC2)cc1 (configuration not stated),-0.0603
N#CCSc1nc2[nH]ncc2c(=O)n1-c1ccccc1Br,-0.0446
CCOC(=O)C1CCN(S(=O)(=O)c2ccc(OC)c(OC)c2)CC1,-2.39
O=C(CSCc1nc2ccccc2[nH]1)Nc1ccc2ccccc2c1,-1.62
CCOc1ccc2nc(NC(=O)c3ccoc3C)sc2c1,-0.568
O=C(OCC(=O)N1CCN(C(=O)c2ccco2)CC1)c1cn(-c2ccccc2)nc1-c1ccccc1,-2.48
Cc1ccc(C(=O)Nc2ccc(S(=O)(=O)N3CCc4ccccc4C3)cc2)o1,-2.77
CCN(CC)c1nc2n(c(=O)n1)CCN2CC,0.0422
Cc1nn(CC(=O)Nc2ccccn2)c(C)c1[N+](=O)[O-],0.102
COc1ccc(CCNC(=O)CSc2nc(N)c3c(C)c(C)oc3n2)cc1OC,1.29
CCOC(=O)c1sc2nc(CC(=O)OC)nc(N3CCN(c4ccccn4)CC3)c2c1C,-2.91*
O=C(Nc1cccc(C(F)(F)F)c1)c1ccc2nc(N3C(=O)CCC3=O)sc2c1,0.763
O=C(NC1CCCCC1)C1CCN(c2nccs2)CC1,-0.0254
COc1ccc(/C=C/C2=NC(=C\N(C)C)/C(=O)O2)cc1,-1.14
O=C(c1ccccc1)c1nnc(-c2ccncc2)o1,0.0419
Cc1cc(C)n2nc(-c3sccc3-n3c(C)ccc3C)cc2n1,0.112
CCOC(=O)c1c(NC(=O)c2nn(CC)cc2Br)c(C#N)cn1-c1ccccc1,-4.05
CCN=C1SC(CC(=O)NC(C)C)C(=O)N1CC (configuration not stated),-0.195
O=c1ccc(S(=O)(=O)N2CCC(Cc3ccccc3)CC2)c[nH]1,0.282
CN(Cc1cccs1)C(=O)COc1cccc(-n2cnnn2)c1,2.16
O=C(CCl)Nc1ccc(Oc2cnc3ccccc3n2)cc1,1.13
COC(=O)c1cccc(NC(=O)CSc2nnnn2C)c1,1.62
CN1CCN(C(=O)c2cccc(COc3cc(Cl)ccc3Cl)c2)CC1,1
Cc1ccc(OCCSCc2nc3ccccc3[nH]2)cc1,-5.48*
# (further entries)
SMILES,Cav32 inh
O=C(NCc1ccccc1F)C1CCCN(C(=O)NC2CCCCC2)C1 (configuration not stated),0.693
Cc1cc(NC(=O)CCc2ccc(C)o2)no1,0.457
Cc1nnc(SCCn2c(N(C)Cc3ccccc3)nc3c2c(=O)[nH]c(=O)n3C)s1,3.14
CN(C)c1ccc(O)c2c1CC1CC3[C@@H](N(C)C)C(=O)C(C(N)=O)=C(O)[C@]3(O)C(=O)C1=C2O (some centres not stated),-1.61
Cc1cc(C)cc(N2CCCn3c2nc2c3c(=O)n(CC(=O)OCc3ccccc3)c(=O)n2C)c1,0.0202
C=CCc1cccc2cc(C(=O)N(C)C)c(=O)oc12,0.684
Cc1ccc(C2Nc3ccccc3C(=O)N2Cc2ccco2)cc1 (configuration not stated),-1.98
CCOc1cc(C(=O)O/N=C(\N)c2ccc([N+](=O)[O-])cc2)cc(OCC)c1OCC,0.0656
COc1ccccc1Nc1nc(N)nc(CSc2nncn2C)n1,0.0372
O=C(c1ccccc1)c1cccc(NC(=O)c2ccco2)c1,-0.7
CCCC(=O)C1=C(O)C(C(=O)OC)C(C)(C)CC1=Nc1ccc(N)cc1 (configuration not stated),0.484
O=C(CSc1nc2cc(Cl)ccc2s1)c1ccco1,-0.252
CC1CCCCN1S(=O)(=O)c1cccc2cccnc12 (configuration not stated),0.454
O=C(NCc1ccc(F)cc1)c1c(O)c2cccc3c2n(c1=O)CCC3,0.0438
COc1ccc2ccc(Oc3ncccn3)cc2c1,1.02

# Some of the entries above, set out differently.
Cav32 inh	molecule
1.02	COc1ccc2ccc(Oc3ncccn3)cc2c1
0.693	O=C(NCc1ccccc1F)C1CCCN(C(=O)NC2CCCCC2)C1 (configuration not stated)

# Individual results from above:
# Cc1ccc(C2Nc3ccccc3C(=O)N2Cc2ccco2)cc1 (configuration not stated) | Cav32 inh = -1.98
# Cc1nnc(SCCn2c(N(C)Cc3ccccc3)nc3c2c(=O)[nH]c(=O)n3C)s1 | Cav32 inh = 3.14

# (list continues)
SMILES,Cav32 inh
CCOC(=O)c1sc(NC(=O)CCN2CCOCC2)c(C(=O)OCC)c1C,1.12
Clc1ccc(COn2c(-c3ccc(Cl)cc3)nc3ccccc32)cc1,-1.39
COc1ccc2nc(C)cc(N3CCOCC3)c2c1,0.713
CS(=O)(=O)Nn1cnc2ccccc2c1=O,1.06
CCOCCCNC(=O)C(NC(=O)CNC(C)=O)c1ccc(Cl)cc1 (configuration not stated),0.0168
CCN(CC)c1nc(N)c2c(N)nc(OC)cc2c1C#N,1.82

# Screening data (PubChem)
